# Source: PubChem
# L3MBTL1 inh – L3MBTL1 (human) inhibition. AlphaScreen L3MBTL1–H3K9me1 peptide binding. Potency, µM (highest dose often 57.1 µM), for inactives: at the top dose activity, negative = inhibition, most hits filed as inhibitors. Q9Y468. 230,000 tested, 0.66% active; active means well fitted inhibition curve with a large enough effect; inconclusive means small, poorly fitted or top-dose-only effect; inactive means no such curve, though single readings can be large or run the other way; further: nearly all actives have a fitted effect of over 60% in size
# Target sequence (Q9Y468 whole entry, looked up): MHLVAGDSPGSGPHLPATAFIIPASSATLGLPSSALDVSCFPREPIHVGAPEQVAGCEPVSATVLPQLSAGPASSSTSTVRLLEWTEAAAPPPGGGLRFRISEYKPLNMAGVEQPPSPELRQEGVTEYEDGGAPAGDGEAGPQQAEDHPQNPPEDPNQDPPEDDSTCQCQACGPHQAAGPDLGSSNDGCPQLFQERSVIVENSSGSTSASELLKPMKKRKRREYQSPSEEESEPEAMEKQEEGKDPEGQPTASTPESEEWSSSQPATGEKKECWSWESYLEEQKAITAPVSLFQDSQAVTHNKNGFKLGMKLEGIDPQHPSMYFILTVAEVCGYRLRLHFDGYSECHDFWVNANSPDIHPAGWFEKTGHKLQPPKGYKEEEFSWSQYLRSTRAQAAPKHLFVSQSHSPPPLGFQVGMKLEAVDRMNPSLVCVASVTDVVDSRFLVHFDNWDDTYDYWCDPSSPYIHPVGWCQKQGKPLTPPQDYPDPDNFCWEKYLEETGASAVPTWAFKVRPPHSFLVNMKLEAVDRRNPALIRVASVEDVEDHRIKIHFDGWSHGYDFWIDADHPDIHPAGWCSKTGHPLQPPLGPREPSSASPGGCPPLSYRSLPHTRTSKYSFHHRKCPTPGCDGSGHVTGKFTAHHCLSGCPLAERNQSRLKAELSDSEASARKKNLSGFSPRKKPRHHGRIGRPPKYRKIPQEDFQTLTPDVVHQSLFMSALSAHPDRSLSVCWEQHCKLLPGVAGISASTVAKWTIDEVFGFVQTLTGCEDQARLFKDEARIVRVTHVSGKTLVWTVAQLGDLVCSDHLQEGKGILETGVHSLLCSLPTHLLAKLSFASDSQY
#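 AlphaScreen proximity signal between nickel-chelate acceptor and streptavidin donor beads (final 10 ug/mL) reports binding of 50 nM L3MBTL1 to 75 nM biotin-H3 K9me1 peptide; complex incubated with compounds 30 min at room temperature; cefsulodin titration as control.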
# * hit, by the source's call; ? = inconclusive; [ ] = remark or other dose. On the % scale 0 is the no-effect control and ±100 the full control effect; potency means the concentration at half of the fitted maximal effect. An excerpt, so the mix of outcomes need not match the whole.
cpd	L3MBTL1 inh	SMILES
1	3%	Cc1ccc(NC(=O)CSCC(=O)N=c2sccn2C)cc1
2	-15%	COc1ccc(Br)cc1C(=O)Nc1ccc(N2CCCC2)cc1
3	3%	CCCC[C@@H]1C=C(C(=O)O)[C@H](c2ccc(CC)cc2)N1S(=O)(=O)c1ccc(C)cc1
4	0%	COc1ccc(-c2csc3ncnc(N4CCN(S(=O)(=O)c5ccc(C)c(C)c5)CC4)c23)cc1
5	0%	COc1cc2c(cc1CN1CCN(C(=O)c3cc(OC)c(OC)c(OC)c3)CC1)OCO2
6	2%	CS(=O)(=O)N(CC(=O)Nc1ccc(Br)cc1F)C1CCCCC1
7	-1%	CC1CCN(C(=O)c2[nH]cnc2C(=O)NCC(=O)OC(C)(C)C)CC1
8	3%	NC(=O)C1CCCN(CC(=O)Nc2ccccc2C(=O)NC2CC2)C1 (centres undefined)
9	2%	O=C(COc1coc(CN2CCN(c3ccccc3)CC2)cc1=O)NC1CCCC1
10	21%	COc1cccc(C(=O)NCCS(=O)(=O)NCCCc2ccccc2)c1
11	?	CNc1nnc(SCC(=O)c2cc(C)n(C3CC3)c2C)s1
12	9%	COc1ccc(CNC(=O)c2ccc3c(=O)n4c(nc3c2)CCCCC4)cc1OC
13	0%	CCCn1c(COc2ccc(C(=O)O)cc2)nc2ccccc21
14	4%	CN(c1ccccc1)S(=O)(=O)c1cccc(C(=O)NCc2ccccc2)c1
15	9%	Nc1ncnc2c1ncn2[C@@H]1O[C@H](COS(=O)(=O)O)[C@@H](O)[C@H]1O
16	-2%	CCCn1c(=O)c(C(=O)NC(C)c2ccccc2)c(O)c2ccccc21 (centres undefined)
17	25%	S=C(Cc1ccccc1)NCCc1ccccc1
18	2%	CCOC(=O)C1=C(COC(=O)Cc2ccc(OC)c(OC)c2)NC(=O)NC1C (centres undefined)
19	0%	Cc1ccc(C)c(NC(=O)CN2C(=O)NC(C)(c3ccc4c(c3)OCCO4)C2=O)c1 (centres undefined)
20	2%	CNC(=O)c1ccccc1NC(=O)C1CC(=O)N(C(C)C)C1 (centres undefined)
21	29%	CCCC(=O)Nc1ccc(C(=O)COC(=O)c2cc(C)oc2C)cc1
22	-5%	Cc1c(C)c(C)c(S(=O)(=O)NCCC(=O)N2CCN(Cc3ccc(C#N)cc3)CC2)c(C)c1C
23	-5%	CN(CC(=O)Nc1ccccc1Cl)C(=O)Cn1cnc2ccccc2c1=O
24	7%	CC1CCN(c2nc3ccc(C(=O)NCCCN4CCCCC4)cc3s2)CC1
25	3%	Cn1c(=O)c2c(nc(SCc3ccc(F)cc3)n2C)n(C)c1=O
26	-1%	C#CCOc1ccc(Br)cc1C(c1c(C)[nH][nH]c1=O)c1c(C)[nH][nH]c1=O
27	-3%	Cc1ccccc1CN1CCN(CC(=O)NCc2ccccc2)CC1
28	-2%	CN1CCN(C(=O)c2ccc(-c3ccccc3)cc2)CC1
29	5%	Cc1cccc(OCCC(=O)NNC(=O)Cn2nc(C)cc2C)c1
30	4%	O=[N+]([O-])c1ccccc1S(=O)(=O)Nc1cccnc1
31	4%	C1CN(CCN2CCOCC2)CCN1
32	-10%	Cc1ccc(SCC(=O)OCC(=O)N(CC(C)C)C2CCS(=O)(=O)C2)cc1C (centres undefined)
33	-6%	Cc1ccnc(NCc2c(O)ccc3ccccc23)c1
34	3%	CC(OC(=O)c1ccc(F)c(S(=O)(=O)N2CCOCC2)c1)C(=O)NCC1CCCCC1 (centres undefined)
35	3%	C=CCC[C@H](Cc1ccc(F)cc1)C(=O)OC[C@@H](C)NC(=O)[C@H](CC=C)CC(=O)N(CCO)Cc1ccccc1
36	1%	CC(=O)Nc1ccc(NC(=O)CCN2C(=O)C3CC=CCC3C2=O)cc1 (centres undefined)
37	4%	COc1ccccc1-c1sc2ccccc2c1-c1ccc2c(c1)OCO2
38	-5%	COc1ccccc1NS(=O)(=O)c1ccc2[nH]c(=O)[nH]c2c1
39	4%	O=Cc1c(NCc2ccccc2F)c2ccccc2[nH]c1=O
40	-6%	COc1cc(NC(=O)COc2cc(O)c3c(c2)OC(C)(C)CC3=O)cc(OC)c1

# Exported as labelled records: 2 of the compounds above
[32] Cc1ccc(SCC(=O)OCC(=O)N(CC(C)C)C2CCS(=O)(=O)C2)cc1C (centres undefined)
  L3MBTL1 inh: -10%
[37] COc1ccccc1-c1sc2ccccc2c1-c1ccc2c(c1)OCO2
  L3MBTL1 inh: 4%

# (list continues)
cpd	L3MBTL1 inh	SMILES
41	0%	O=C1CCCN1C(=O)CSc1nnnn1-c1cccc(F)c1
42	-24%	CN(C)C(CNS(=O)(=O)c1cc([N+](=O)[O-])ccc1Cl)c1ccco1 (centres undefined)
43	2%	Cc1ccccc1OCCC(=O)N(CC(C)C)c1c(N)n(Cc2ccccc2)c(=O)[nH]c1=O
44	-5%	CCN(c1ccccc1)S(=O)(=O)c1ccc(C(=O)NCCCN2CCOCC2)cc1
45	-21%	CS(=O)(=O)c1ccc(N)c(SSc2cc(S(C)(=O)=O)ccc2N)c1
46	0%	COc1ccc(S(=O)(=O)N2CCN(CC(=O)N3CCc4ccccc4C3)CC2)cc1OC
47	-2%	O=C(CSc1nnc(-c2ccncc2)o1)Nc1cccc(Cl)c1
48	-11%	COc1ccc(C2=Nn3c(nnc3-c3ccccc3F)SC2)cc1OCC1CC1
49	11%	COc1cccc(C2=CC(=O)C[C@H](c3ccc(F)cc3)C2)c1OC
50	3%	CN1C(=O)C(C)(C)c2cc(S(=O)(=O)N3CCCC(C(=O)NCc4ccccc4Cl)C3)ccc21 (centres undefined)
51	-5%	CCCCn1c(N)c(N(CCOC)C(=O)COc2ccc(C(C)=O)cc2)c(=O)[nH]c1=O
52	11%	Cc1cccc(NC(=O)COC(=O)[C@@H]2CCCN2C(=O)c2cccs2)c1
53	-10%	COC(=O)[C@@]12CCCN1[C@H](c1ccc(-c3cccc(Cl)c3)cc1)[C@H]1C(=O)N(C)C(=O)[C@H]12
54	-1%	Cc1cc(NC(=O)C(C)SCC(=O)Nc2cc(C(F)(F)F)ccc2N2CCCCC2)no1 (centres undefined)
55	-1%	CCN(C[C@H]1N[C@@](CC)(C(=O)OC)[C@H]2C(=O)N(Cc3ccccc3)C(=O)[C@@H]12)S(=O)(=O)c1ccc(C(C)(C)C)cc1
56	3%	O=C(NCC(=O)N1CCCC(C(F)(F)F)C1)c1ccccc1Br (centres undefined)
57	10%	Cc1ccc(CONC(=O)c2cccc([N+](=O)[O-])c2)cc1
58	-3%	NC(=O)Nc1ccc(C(=O)OCC(=O)Nc2sccc2C(N)=O)cc1
59	1%	COc1ccc(CCNS(=O)(=O)CCNC(=O)c2ccc3c(c2)OCO3)cc1OC
60	-1%	C[C@H](CO)N1C[C@H](C)[C@@H](CN(C)S(=O)(=O)c2cccs2)Oc2c(NS(=O)(=O)c3ccccc3)cccc2C1=O
61	-12%	Cc1cccc(CNc2ncnc3ccc(-c4ccc5c(ccn5C)c4)cc23)c1
62	0%	Cc1cccc(Nc2ccc([N+](=O)[O-])cn2)c1
63	-1%	Cc1ccc(OCCC(=O)OCC(=O)N2CC(=O)Nc3ccccc32)cc1
64	0%	CC1(C)Cc2cccc(OCC(=O)NCCc3ccc(S(N)(=O)=O)cc3)c2O1
65	-3%	CC(=O)c1ccc(NC(=O)CNc2cc(S(=O)(=O)N3CCOCC3)ccc2N2CCCC2)cc1
66	34%[activator]	O=C1N(c2ccccc2C(F)(F)F)OC1(Cc1ccccc1)c1ccccc1 (centres undefined)
67	8%	COc1ccc(Cl)cc1NC(=O)CN(C)C(=O)c1cccc(S(=O)(=O)N2CCN(C)CC2)c1
68	6%	O=C(COC(=O)c1ccc(F)cc1F)NCc1ccc2c(c1)OCO2
69	1%	CN(C(=O)COC(=O)C1CCN(S(=O)(=O)c2ccc(Cl)cc2)CC1)C1CCS(=O)(=O)C1 (centres undefined)
70	2%	COc1ccc(CC(=O)OCC(=O)NC2CCCCC2)cc1OC
71	-4%	CC1(C)CC(=O)C=C(c2cccc(O)c2)C1=O
72	12%	CCc1cc2c(=O)oc(-c3ccccc3F)nc2s1
73	4%	O=C(Nc1ccc(S(=O)(=O)N2C[C@@H]3C[C@@H](C2)c2cccc(=O)n2C3)cc1)c1ccc(F)cc1
74	-6%	COc1cccc(N2CCN(CC(=O)Nc3ccccc3C(=O)NCCc3ccccc3)CC2)c1
75	-14%	CC1CC1C(=O)OCC(=O)NNC(=O)COc1ccc(Br)cc1 (centres undefined)
76	-3%	CC(Sc1nnc(N)s1)C(=O)Nc1ccc2c(c1)OCO2 (centres undefined)
77	-3%	COc1ccccc1CCNC(=O)C(=O)Nc1cc2c3c(c1)C(C)C(=O)N3CCC2 (centres undefined)
78	-5%	Cc1ccc(S(=O)(=O)N2CCN(C(=O)c3cc4c(s3)CCC(C)C4)CC2)cc1 (centres undefined)
79	-3%	C=CC[C@@H](CC(=O)N(CCO)Cc1ccccc1)C(=O)NCCOC(=O)[C@@H](CC=C)Cc1ccc(F)cc1
80	-3%	COc1cccc(OC)c1/C=C/C(=O)NC1CCCCC1

# An excerpt from above in order of heavy-atom count, falling:
cpd	L3MBTL1 inh	SMILES
73	4%	O=C(Nc1ccc(S(=O)(=O)N2C[C@@H]3C[C@@H](C2)c2cccc(=O)n2C3)cc1)c1ccc(F)cc1
75	-14%	CC1CC1C(=O)OCC(=O)NNC(=O)COc1ccc(Br)cc1 (centres undefined)
72	12%	CCc1cc2c(=O)oc(-c3ccccc3F)nc2s1

# Later entries.
cpd	L3MBTL1 inh	SMILES
81	9%	Cc1ccccc1OCC(=O)OCC(=O)NCCNC(=O)COC(=O)COc1ccccc1C
82	3%	O=C(O)c1cn(-c2ccc(F)cc2)c2cc(Cl)c(F)cc2c1=O
83	-11%	Cc1ccc(C(=O)OC(C)C(=O)Nc2ccc3c(c2)OCO3)c(O)c1 (centres undefined)
84	39%[activator]	CC(Sc1nnc(C2CC2)n1-c1ccccc1)C(=O)N1CCCC1 (centres undefined)
85	4%	CC(C)CC(=O)Nc1ccc(S(=O)(=O)N2CCCC2)cc1
86	-9%	COc1ccccc1CC(=O)Nc1ccc2c(c1)OC1(CCCC1)O2
87	?	CN(CCO)c1ccc(C(C(=O)c2ccccc2)c2ccc(N(C)CCO)cc2)cc1
88	2%	Fc1ccc2cnc(-c3cccnc3)cc2c1
89	4%	CCCCn1nc(C(=O)Nc2ccccc2N2CCCC2)c2ccccc2c1=O
90	-9%	O=C1CN(C(=O)COc2c(Cl)cccc2Cl)c2ccccc2N1
91	?	CN(CC(=O)Nc1ccc(F)cc1)C(=O)CCc1nc2sc3c(c2c(=O)[nH]1)CCCC3
92	4%	COc1ccc(CN(C)C(=O)c2ccc(NS(=O)(=O)c3ccccc3)cc2)c(OC)c1
93	5%	CC1CCCN(C(=O)c2ccc3ncsc3c2)C1 (centres undefined)
94	29%	CCCn1c(SCC(=O)NCc2ccc3c(c2)OCO3)n[nH]c1=O
95	-4%[2.29 µM]	COc1ccc(/C=C/C(=O)NC2CCCCC2C)cc1 (centres undefined)
96	-13%	COc1ccccc1C(C)NCC(=O)NC(=O)NCc1ccco1 (centres undefined)
97	-4%	CCOc1ccc(NC(=O)CN(C)C(=O)c2sccc2-c2ccccc2)cc1OCC
98	-12%	COc1ccc2c(c1)[C@H]1[C@H](CO2)[C@H](c2ccccc2)[C@]2(C)C(=O)Nc3ccc(C)cc3C(=O)N12
99	-3%	O=C(NCCC1CCCCN1S(=O)(=O)c1cccs1)C(=O)Nc1cccc(F)c1 (centres undefined)
100	4%	O=C(COC(=O)CN1CCSC1=O)Nc1ccc(F)cc1Cl
101	-4%	Cc1cc(S(=O)(=O)N2CCCCC2CCNC(=O)C(=O)NCC2CCCO2)ccc1F (centres undefined)
102	-1%	CN(CC(=O)Nc1ccccc1C(F)(F)F)C(=O)c1ccccc1Sc1ccccc1C#N
103	5%	CCNC(=O)N(CC)C[C@H]1N[C@@](CC)(C(=O)OC)[C@H]2C(=O)N(Cc3ccccc3)C(=O)[C@@H]12
104	-3%	CCOc1ccccc1OCCCC(=O)NNC(=O)c1cc(C)oc1C
105	0%	CCOC(=O)CN1C(=O)S/C(=C\c2ccc3c(c2)OCO3)C1=O
106	-8%	Cc1nnc(SCC(=O)NC(C)(C)C)n1NCc1cccc(Br)c1
107	9%	CC1CCCC(NC(=O)COC(=O)COc2cccc(F)c2)C1C (centres undefined)
108	-3%	O=C(COC(=O)c1cc2ccccc2o1)NCc1ccco1
109	3%	CNC(=S)N1N=C(c2cccs2)CC1c1ccc(OC)cc1 (centres undefined)
110	-3%	Nc1cc(S(=O)(=O)Nc2ccccc2Cl)ccc1N1CCCCC1
111	30%[activator]	COc1cc(OC)c(C(=O)NNC(=O)c2ccccc2-n2cccc2)cc1OC
112	3%	COc1ccc(OC)c(S(=O)(=O)Nc2ccc(-c3ccc4nnc(C)n4n3)cc2)c1
113	-10%	CCOc1ccc(C(=O)CCC(=O)N(CC)CC(=O)NCc2cccs2)cc1
114	-1%	CCN(C(=O)C1CC1)C1CCS(=O)(=O)C1 (centres undefined)
115	-1%	COc1ccc(C(CNC(=O)C2COc3ccccc3O2)N2CCCC2)cc1 (centres undefined)
116	1%	O=C(NCC1CCCO1)c1cccc(S(=O)(=O)N(Cc2ccccc2)c2ccccc2)c1 (centres undefined)

# From no. 110 as far as 113, copied from above:
cpd	L3MBTL1 inh	SMILES
110	-3%	Nc1cc(S(=O)(=O)Nc2ccccc2Cl)ccc1N1CCCCC1
111	30%[activator]	COc1cc(OC)c(C(=O)NNC(=O)c2ccccc2-n2cccc2)cc1OC
112	3%	COc1ccc(OC)c(S(=O)(=O)Nc2ccc(-c3ccc4nnc(C)n4n3)cc2)c1
113	-10%	CCOc1ccc(C(=O)CCC(=O)N(CC)CC(=O)NCc2cccs2)cc1
